E coli RNAP: E. coli RNAP inhibitors, biochemical; DNA-directed RNA polymerase subunit beta (Escherichia coli (strain K12)), P0A8V2; actives 0.2% (n = 62,000); inhibition, %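 (tested at 10 µM)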; E. coli RNA polymerase, fluorescence transcription assay; AID 559, 2006; in the data active = inhibition above about 20%;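 note: 0% = enzyme without compound and 100% = no enzyme blank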
Ecoli tolC: growth inhibitors of E. coli tolC mutant, primary screen, strain BW25113 ΔtolC::kan, 384-well; OD615; growth inhibition, % at 10 µM (by protocol); actives 2.2% (n = 65,000); AID 573, 2007;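 active = growth inhibition at or above a cutoff equal to the mean over every tested compound plus 3 SD, cut at about 60% in these data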;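 note: growth measured after 20 h incubation at 37 °C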
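Material: E. coli BW25113 ΔtolC::kan, tolC deletion mutant strain. Measure: percent growth inhibition. Schedule: 37 °C, 20 h exposure. Doses: single-point testing at 10 µM. Signal: A615 absorbance measurement. Buffer or medium: kanamycin-containing LB broth (50 µg/mL).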
M1 ag: M1 muscarinic receptor agonists, primary screen, CHO-M1 cells, Fluo-4 calcium, agonist mode | Muscarinic acetylcholine receptor M1 | Fluo-4 calcium fluorescence; active compounds read high | B-score at 10 µM | actives 3% (n = 64,000);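 active = fluorescence rise, raw or as B-score row- and column-corrected plate score, outside the 99.7% band of its plate's samples, either direction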
M1 antag: antagonists of rat M1 muscarinic receptor; CHO-M1 cells, Fluo-4 calcium, ACh EC80 antagonist mode; active compounds read low; B-score at 10 µM; actives 3.4% (n = 64,000); AID 628, 2007;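 active = calcium fluorescence response, raw or row-and-column corrected B-score, differing from the plate sample mean either way at a set confidence level, mostly lower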
NADH coupling: inhibitors of PK/LDH coupling enzymes, profiling panel, artefact control, biochemical, MLSMR library | coupled PK/LDH NADH assays, four targets | IC50, µM (doses to about 10 µM), for the others: top-dose inhibition | actives 0.02% (n = 65,000);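 active = single-dose screening hits from any of four coupled enzyme assays that gave an IC50 when retested across doses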;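 note: the DPM-DC format reads NADH fluorescence rather than 340 nm absorbance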
TNAP act mid DEA: human TNAP enzyme activators, primary screen, biochemical, luminescent, intermediate phosphate acceptor level; purified TNAP, CDP-star luminescence, 100 mM DEA, 30 min; active compounds read high; scale: 0 levamisole-inhibited, 1 vehicle-only enzyme; AID 813, 2007; 64,000 tested, under 10 active; Alkaline phosphatase, tissue-nonspecific isozyme (Homo sapiens), P05186; activation factor at 20 µM;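 active = activation factor of at least 2 at 20 µM, relative to controls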
Target sequence (P05186 whole entry, looked up): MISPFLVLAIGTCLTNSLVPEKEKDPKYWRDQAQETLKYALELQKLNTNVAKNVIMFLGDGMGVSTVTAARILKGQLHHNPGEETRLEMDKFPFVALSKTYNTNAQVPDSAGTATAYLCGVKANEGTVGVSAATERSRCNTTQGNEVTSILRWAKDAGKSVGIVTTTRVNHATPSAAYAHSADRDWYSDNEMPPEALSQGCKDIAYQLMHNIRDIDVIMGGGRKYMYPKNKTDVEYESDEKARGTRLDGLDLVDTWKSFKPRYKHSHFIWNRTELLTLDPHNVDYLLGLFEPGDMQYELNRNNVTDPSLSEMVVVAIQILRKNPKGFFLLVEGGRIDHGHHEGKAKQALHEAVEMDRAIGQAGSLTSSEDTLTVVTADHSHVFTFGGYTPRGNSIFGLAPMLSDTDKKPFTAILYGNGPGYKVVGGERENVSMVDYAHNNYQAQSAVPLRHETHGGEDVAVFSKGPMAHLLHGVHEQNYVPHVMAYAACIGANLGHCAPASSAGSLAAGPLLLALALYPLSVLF
Autofluor 339: intrinsic fluorescence of library compounds, ex339/em460 – biochemical, MLSMR library, data from DPM-DC assay, artefact control, profiling panel; fluorescence fold increase at 10 µM; actives 5.5% (n = 65,000); compound autofluorescence, ex339/em460 nm, NADH buffer; active compounds read high; 1 = no-compound wells, NADH background;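 active = at 10 µM, mean starting fluorescence two-fold or more over control wells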;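 note: signal is the first read of a kinetic run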
SF-1 act: activators of human SF-1, primary screen, cell-based, CHO-K1, Gal4-SF-1 LBD, luciferase luminescence; CHO-K1 Gal4-SF-1 LBD luciferase reporter; % increase over DMSO SF-1-specific signal; Steroidogenic factor 1 (Homo sapiens), Q13285; activation, % at 10 µM; actives 1.9% (n = 65,000); AID 522, 2006;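 active = activation above the mean activation of all tested compounds plus 3 SD, cut at about 50% in these data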
Target sequence (Q13285 whole entry, looked up, the tested form may be a part): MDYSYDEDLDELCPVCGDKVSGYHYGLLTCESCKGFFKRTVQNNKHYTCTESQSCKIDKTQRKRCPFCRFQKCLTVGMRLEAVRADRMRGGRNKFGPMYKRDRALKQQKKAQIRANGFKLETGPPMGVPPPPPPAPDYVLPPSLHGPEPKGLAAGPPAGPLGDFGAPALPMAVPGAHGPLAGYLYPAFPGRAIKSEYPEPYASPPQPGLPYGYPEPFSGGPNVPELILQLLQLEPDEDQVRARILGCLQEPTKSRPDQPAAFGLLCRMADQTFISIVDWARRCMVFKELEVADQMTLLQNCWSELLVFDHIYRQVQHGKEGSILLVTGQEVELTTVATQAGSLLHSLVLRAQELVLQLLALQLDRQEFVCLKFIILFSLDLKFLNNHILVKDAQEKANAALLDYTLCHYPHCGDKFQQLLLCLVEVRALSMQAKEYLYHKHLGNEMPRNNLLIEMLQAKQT
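Assay system: CHO-K1 cells co-transfected with Gal4 DBD–human SF-1 LBD, 5xGal4 luciferase reporter; doses: 10 µM only; incubation: 20 h compound exposure at 37 °C after 1 h cell settling; signal: luciferase light emission; evaluation: percent activation versus DMSO; repeats: one test per compound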
RORA act: activators of orphan receptor RORA, primary screen, cell-based, luminescence; Nuclear receptor ROR-alpha (Homo sapiens), P35398; AID 560, 2006; activation, % at 10 µM; actives 1.5% (n = 65,000); CHO-K1 Gal4-RORA LBD luciferase reporter; percent increase over mock-subtracted basal signal;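 active = activation above the mean of all tested compounds plus 3 SD, cut at about 49% in these data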;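 note: 0% = DMSO-treated RORA cells and 100% = added signal equal to DMSO minus mock-transfected cells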
Numbers without * were called inactive; . = no result given; [ ] = another dose, or the depositor's remark.

SMILES	E coli RNAP	Ecoli tolC	M1 ag	M1 antag	NADH coupling	TNAP act mid DEA	Autofluor 339	SF-1 act	RORA act
Cc1cccc(OCC(=O)Nc2ccc(N3CCCC3)cc2)c1C	9	16	-0.38	-0.46	4%	0.9	1	-13	-12
c1ccc(-c2nnc3n2NC(c2ccc4c(c2)OCO4)S3)cc1 (stereo not drawn)	.	8	-0.22	-0.21	16%	.	1.1	-15	9
CC(=O)NC(CCS(C)(=O)=O)C(=O)Nc1nccs1 (stereo not drawn)	3	-18	-0.29	-0.28	6%	0.9	1.1	-8	4
CNc1nc(Oc2ccccc2C(=O)OC)nc(SC)n1	6	-4	0.36	-0.0029	6%	0.9	1.1	-1	5
CCCCOC(=O)c1ccc(NC(=O)CSCc2n[nH]c(=O)[nH]2)cc1	10	-9	0.62	-0.19	5%	1.2	1.1	-5	5
O=C1Nc2ccccc2C12OC1CCCCC1O2 (stereo not drawn)	-9	-8	0.059	-0.022	0%	1	1.1	0	8
Nc1c(C(=O)NCc2ccco2)sc2nc3c(cc12)C(=O)CCC3	5	4	-0.07	-0.087	4%	0.9	1.1	31	7
C=CCN1C(=Nc2ccccc2)SC/C1=C\C(=O)OC	6	44	0.87	0.28	5%	1	1.1	-10	-13
O=C(O)CCc1nn2c3ccccc3nc2n(-c2ccccc2)c1=O	-4	-13	-0.46	0.5	2%	0.9	1.1	-4	-10
O=c1nc(NCc2ccco2)sc2ncccc12	6	-19	-0.058	0.4	5%	0.9	1.1	1	-19
COc1ccc(C(=O)Nc2ccc(S(=O)(=O)N3CCOCC3)cc2)cc1OC	-4	10	-0.46	0.096	0%	1	1.1	-1	-17
Cn1c(-c2ccco2)nc2cc3ccccc3cc21	-8	-14	-0.18	0.24	13%[fluoresces]	1	4.7*	-54	-69
Cc1ccc2[nH]c3c(c2c1)CN(C(=O)CN1CCN(c2cccc(C)c2C)CC1)CC3	-31	22	-3*	-0.31	2%	0.9	1.1	-12	2
COc1cc(Cl)c(S(=O)(=O)N2CCOCC2)cc1Cl	-2	-1	0.11	-0.16	1%	1	1.1	10	14
COc1ccc2nc(SCC(=O)Nc3ccc(S(=O)(=O)N4CCCC4)cc3)c(C#N)cc2c1	7	5	-0.44	0.36	3%	0.9	1.4	21	31
CC(C)C(NS(=O)(=O)c1ccc2c(c1)oc(=O)n2C)C(=O)N1CCN(Cc2ccccc2)CC1 (stereo not drawn)	7	6	0.0029	-0.46	1%	1	1.1	18	-15
CCOC(=O)c1ccc(NC(=O)Cn2nnc(-c3ccc(C)cc3)n2)cc1	-6	18	-0.84	0.28	2%	1	1.1	-6	42
N#CCCN(CCC#N)C(=O)COc1ccc(Cl)cc1Cl	9	2	0.62	-1.2	4%	1	1.1	6	-2
CCS(=O)(=O)N1CCCC(C(=O)NCC2CCCO2)C1 (stereo not drawn)	3	-23	-0.095	-0.078	6%	0.9	1.1	22	3
Cc1occc1C(=O)Nc1c(F)cc(F)cc1Br	3	-1	0.51	0.13	3%	1	1	-4	-14
CCN1C(=O)c2ccccc2S(=O)c2ccc(C(=O)NCc3ccccn3)cc21 (stereo not drawn)	10	-7	0.46	0.019	2%	1	1.1	-5	-16
CCOc1ccc(N2CC(=O)SC2=S)cc1	9	16	0.68	0.21	5%	1	1.1	-7	4
O=C(CSc1ccc2nnc(-c3ccccc3)n2n1)NCc1ccco1	12	4	-0.054	0.74	12%	0.9	1.4	-2	-6
O=C(O)CCC(NS(=O)(=O)c1ccc(-c2ccccc2)cc1)C(=O)O (stereo not drawn)	3	-5	0.096	0.41	7%	1	1.1	2	-3
CCC(C)C1C(C#N)=C(N)Oc2n[nH]c(C)c21 (stereo not drawn)	3	0	0.0058	0.12	3%	0.8	1.1	12	18

The final 2 compounds of the part above come first, to join the parts.
SMILES	E coli RNAP	Ecoli tolC	M1 ag	M1 antag	NADH coupling	TNAP act mid DEA	Autofluor 339	SF-1 act	RORA act
O=C(O)CCC(NS(=O)(=O)c1ccc(-c2ccccc2)cc1)C(=O)O (stereo not drawn)	3	-5	0.096	0.41	7%	1	1.1	2	-3
CCC(C)C1C(C#N)=C(N)Oc2n[nH]c(C)c21 (stereo not drawn)	3	0	0.0058	0.12	3%	0.8	1.1	12	18
CCOC(=O)c1cn(CC(=O)Nc2ccccc2C(=O)OCC)nn1	0	-2	-0.17	0.57	5%	0.9	1.1	6	-13
Cc1cc(C)cc(N2CC(C(=O)O)CC2=O)c1 (stereo not drawn)	0	-6	-0.18	0.18	5%	0.8	1.1	9	-8
COc1ccc(OC)c(S(=O)(=O)N2CCCCCC2)c1	5	7	-1.1	0.26	1%	0.9	1.1	4	-18
O=C1C=C(NCc2ccc(Cl)c(Cl)c2)CC1	3	-2	-0.0054	1	2%	0.9	1.1	5	-6
O=C(NCCCN1CCOCC1)c1ccc(Br)s1	10	-5	-0.035	0.021	2%	1	1.1	-7	-1
O=S(=O)(CCc1nnc(-c2ccccc2)o1)c1ccc2ccccc2c1	4	11	0.0091	-0.25	7%	1.8	1.1	-4	9
Cc1ccc(-n2c(=O)[nH]cc(C(=O)Nc3ccc4c(c3)OCCO4)c2=O)cc1C	.	67*	-1.8	0.0063	8%	.	1.1	0	-2
COc1ccc2c(c1)CCc1cc(C(=O)N3CCN(c4ccc(N5CCOCC5)nn4)CC3)sc1-2	7	11	0.74	0.1	6%[fluoresces]	0.8	2.5*	-9	30
Cc1ccc(N(Cc2cc(=O)[nH]c3ccccc23)C(=O)c2ccco2)cc1	3	19	-0.57	-0.46	3%	1	1.3	2	-3
C#CCSc1nnc(-c2c[nH]c3ccccc23)n1C	6	-6	0.71	-0.06	6%	0.9	1.1	-3	19
O=C(Nc1cccnc1)c1ccc(CN2CCc3ccccc3C2)cc1	3	-7	-0.99	-1.2	4%	0.8	1.1	-27	-6
COc1ccccc1OCC(O)CN1C(=O)NC(C)(C)C1=O (stereo not drawn)	8	-12	-0.076	0.062	17%	1	0.94	-1	18
O=C(CSc1ccc(-c2ccccc2)nn1)N1CCOCC1	-1	-12	-0.083	0.033	1%	0.9	1.1	25	20
O=C(N1CCOCC1)N1CCN(c2nc(-c3ccc(F)cc3)cs2)CC1	1	0	-0.25	-0.45	4%	0.9	1	-2	6
O=C1[C@@H]2C(Cc3ccc(O)cc3)NC3(C(=O)Nc4ccc(F)cc43)[C@@H]2C(=O)N1c1ccc(F)cc1 (stereo partly drawn)	9	6	0.24	0.58	2%	0.9	1.1	-8	-10
CSc1ccc(Cn2nnc(C(=O)NCc3ccccc3)c2N)cc1	0	9	-0.93	-0.23	2%	0.9	1.1	11	4
CCC(Sc1ncccc1C(=O)O)C(=O)N1CCOCC1 (stereo not drawn)	5	-6	0.43	0.39	4%	0.9	1.1	-3	-9
O=c1cc(N2CCc3ccccc32)[nH]c(=O)n1-c1ccccc1	.	3	0.55	0	2%	.	1.1	-3	-13
CCCCCCC1C(C#N)=C(N)OC2=C1C(=O)CC(C)(C)C2 (stereo not drawn)	6	6	3.9	0.6	5%	1	1.1	7	-3
O=C(CSc1ccccc1)NCCCN1CCOCC1	1	-11	0.18	-0.38	13%	0.9	0.8	2	7
O=C(Nc1ccccc1)OCC1CCCN2CCCCC12 (stereo not drawn)	4	-8	0.2	-0.67	5%	0.9	1	.	.
CCOC(=O)C1CCCN(C(=O)COC(=O)C2=COCCO2)C1 (stereo not drawn)	1	-17	0.15	-0.24	5%	0.9	0.95	8	-4
CCOC(=O)c1[nH]c2ccc(F)cc2c1NC(=O)CN1CCc2cc(OC)c(OC)cc2C1	.	18	0.91	0.071	11%	0.9	1.9	4	27
Cc1ccc(N2CC(C(=O)Nc3nccs3)CC2=O)cc1 (stereo not drawn)	-5	-5	-0.6	0.35	6%	0.9	1.1	1	-15
COc1ccccc1N1CCN(C(=O)c2ccc3c(=O)n(Cc4ccco4)c(=S)[nH]c3c2)CC1	5	9	-0.049	-0.021	3%	1	0.97	6	-22
(list continues)
SMILES	E coli RNAP	Ecoli tolC	M1 ag	M1 antag	NADH coupling	TNAP act mid DEA	Autofluor 339	SF-1 act	RORA act
Cc1ccc(C2=N/C(=C/N3CCOCC3)C(=O)O2)cc1	9	2	-0.28	0.016	7%	0.8	0.92	55*	34
Cc1cc(NC(=O)CSc2nc3c(c(=O)n(C)c(=O)n3C)n2C(C)C)no1	0	5	0.83	0.6	5%	1	1.1	-25	-14
C=CCNc1oc(-c2ccc(OC)cc2)nc1C#N	2	-9	-0.17	0.0044	3%[fluoresces]	0.9	3.7*	57*	10
O=C1c2ccccc2C(=O)N1CC(O)COCc1ccccc1 (stereo not drawn)	-1	-32	-0.0035	-0.01	4%	0.9	1.1	21	-21
CC#CCN(CC#CC)S(=O)(=O)c1ccc(-n2cnnn2)c(OC)c1	15	-9	1.8	0.38	5%	1	1	4	-19
CCN1C(=O)c2ccc(C(=O)O)cc2C1=O	14	3	1.2	0.26	5%	1.1	1.1	6	5
O=c1c2ccccc2nc(-c2ccccc2)n1CCN1CCOCC1	8	-18	0.071	-0.16	7%	0.9	1.1	10	-12
O=c1cc(Cn2ccnc2)c2cc3c(cc2o1)CCC3	7	33	0.36	-0.11	12%	0.8	2.2*	4	-6
CCOC(=O)Nc1nnc(-c2cccc(OC)c2)s1	-12	12	3.3	-0.061	3%[fluoresces]	0.9	3.8*	21	19
CCCCCNC(=O)c1c(N)n(/N=C/c2ccco2)c2nc3ccccc3nc12	-2	2	-0.72	-0.41	4%	0.9	1.5	-6	-2
COc1ccc(CCNC(=O)c2nnn(-c3ccc4c(c3)OCCO4)c2N)cc1OC	3	15	.	.	3%	1	1	-21	-38
COc1ccc(S(=O)(=O)NCc2ccc(C(=O)N3CCN(c4ccccn4)CC3)cc2)cc1	5	-14	1.2	-0.5	6%	0.9	1.1	5	-2
O=C1C2C3C=CC(C3)C2C(=O)N1CCCCN1C(=O)C2C3C=CC(C3)C2C1=O (stereo not drawn)	3	-4	0.037	-0.4	3%	1	1.1	-23	-14
O=C(Nc1ccccn1)c1cccnc1	4	-15	-0.13	-0.84	4%	0.9	1.1	5	1
CCCC1(CCC)NC(=O)N(CC(=O)Nc2cccc(OC)c2)C1=O	40*	-1	-1.1	0.57	5%	0.9	1.1	1	-13
O=S(=O)(Nc1ccc(Cc2ccncc2)cc1)N1CCCC1	-14	5	1	-1.6	3%	0.8	1	-4	-7

Quoted from the listing:
For NADH coupling, O=C(Nc1ccccn1)c1cccnc1 is entered as 4%
For RORA act, CCOC(=O)Nc1nnc(-c2cccc(OC)c2)s1 is entered as 19
For Ecoli tolC, COc1ccc(S(=O)(=O)NCc2ccc(C(=O)N3CCN(c4ccccn4)CC3)cc2)cc1 is entered as -14
For M1 ag, Cc1cc(NC(=O)CSc2nc3c(c(=O)n(C)c(=O)n3C)n2C(C)C)no1 is entered as 0.83
For NADH coupling, CCCCCNC(=O)c1c(N)n(/N=C/c2ccco2)c2nc3ccccc3nc12 is entered as 4%
For TNAP act mid DEA, C=CCNc1oc(-c2ccc(OC)cc2)nc1C#N is entered as 0.9
For SF-1 act, CCN1C(=O)c2ccc(C(=O)O)cc2C1=O is entered as 6

Screening data as filed in PubChem.
